ADAM17 inh – ADAM17 inhibitors, primary screen, biochemical, QFRET; recombinant ADAM17, EDANS/DABCYL FRET peptide cleavage; inhibition, % at 6.95 µM; 370,000 tested, 0.83% active; AID 720648, 2013;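 active = inhibition above the mean of compounds lying between control limits plus 3 SD, set per campaign, cut at about 8.5% in these data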;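 also: 0% = DMSO-only wells as the low control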
ARFGAP1 inh – inhibitors of rat ARFGAP1 GAP activity, primary screen, biochemical, fluorescence polarization, GDP tracer | 360,000 tested, 0.26% active | Arfgap1-stimulated ARF1 GTP hydrolysis, GDP FP detection | ADP-ribosylation factor GTPase-activating protein 1 (Rattus norvegicus), Q62848 | inhibition, % at 16.5 µM;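 active = inhibition above a per-plate limit, mean inhibition of low control wells plus 3 SD, cut at about 25% in these data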;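 also: 0% = DMSO wells with enzyme and 100% = wells lacking Arfgap1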
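Material – truncated rat Arfgap1 GAP domain · Buffer or medium – HEPES-based buffer, pH 7.5 · Reagent – human ARF1(Δ1-17)-GTP substrate · Dosing – 16.5 µM single point, 1.26% DMSO · Schedule – GTP hydrolysis reaction 2 h at 25 °C · Technique – GDP detection by fluorescence polarization · Benchmarks – No-Arfgap1 wells (100%) versus DMSO full-reaction wells (0%) · Repeats – single replicate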
TDP2 inh – human TDP2 enzyme inhibitors, primary screen, biochemical, epi absorbance, recombinant enzyme | Tyrosyl-DNA phosphodiesterase 2 (Homo sapiens), O95551 | inhibition, % at 12.8 µM | AID 720702, 2013 | T5PNP hydrolysis, p-nitrophenol absorbance 415 nm | 370,000 tested, 0.34% active;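 active = inhibition above the mean of all tested compounds plus 3 SD, set per campaign, cut at about 25% in these data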;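 also: 0% = DMSO with enzyme and 100% = buffer with substrate but no TDP2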
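Assay system: recombinant human TDP2 / Reagent: T5PNP substrate at 5 mM, a TopII-DNA adduct mimic / Measured by: epi absorbance from released p-nitrophenol / Evaluation: % inhibition relative to enzyme-containing and enzyme-free wells / Control set: enzyme-free and DMSO wells / Replicates: each compound tested once, singlicate / Schedule: enzyme reaction with compound for 2 h at 37 °C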
ADAM10 inh – human ADAM10 inhibitors, primary screen, biochemical, QFRET, HTS; recombinant ADAM10, EDANS/DABCYL FRET peptide cleavage, 3 h; inhibition, % at 7 µM; Disintegrin and metalloproteinase domain-containing protein 10 (Homo sapiens), O14672; 370,000 tested, 0.62% active;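 active = inhibition above a per-campaign cutoff equal to the mean of compounds falling between control-based bounds plus 3 SD, cut at about 20% in these data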;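 also: 0% = DMSO wells while the 100% control is not disclosed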
SIAE primary – human SIAE inhibitors, primary screen, biochemical, fluorescence polarization, FP-Rh probe, 1536-well HTS; 370,000 tested, 0.69% active; Sialate O-acetylesterase (Homo sapiens), Q9HAT2; inhibition, % at 9.66 µM; SIAE FP-Rh probe binding;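 active = inhibition above a cutoff: mean of compounds within the control limits plus 3 SD of those, cut at about 17% in these data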;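 also: 0% = plate median of compound wells and 100% = probe without SIAE protein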
PLC-gamma1 inh – PLC-gamma1 enzyme inhibitors, primary screen, biochemical, fluorescence, purified enzyme; inhibition, % at 12.2 µM; fluorogenic substrate; 370,000 tested, 0.84% active; in the data active = inhibition above about 9.5%
ASAP1 GAP inh – inhibitors of human ASAP1 ArfGAP activity, primary screen, biochemical, fluorescence polarization; AID 624377, 2012; 360,000 tested, 0.19% active; Arf-GAP with SH3 domain, ANK repeat and PH domain-containing protein 1 (Homo sapiens), …; inhibition, % at 16.5 µM; ASAP1-stimulated ARF1 GTP hydrolysis, GDP FP detection; in the data active = inhibition above about 25%;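 also: 0% = vehicle with enzyme and substrate and 100% = no enzyme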
PLC-beta3 inh – human PLC-beta3 inhibitors, primary screen, biochemical, fluorescence | 1-phosphatidylinositol 4,5-bisphosphate phosphodiesterase beta-3 (Homo sapiens), Q01970 | Purified PLC-beta3, fluorogenic substrate | inhibition, % at 12.2 µM | 370,000 tested, 0.18% active | AID 720704, 2013; in the data active = inhibition above about 11%;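 also: 0% = median of compound wells on plate and 100% = full blocker control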
Tn7 DDE FP – inhibitors of Tn7 peptide binding to fibrin DD(E), primary screen, biochemical, fluorescence polarization, human fibrin, Tn7 probe; Fibrinogen beta chain (Homo sapiens), P02675; FP displacement of FITC-Tn7 peptide from fibrin DD(E); 0% = median of compound wells per plate; inhibition, % at 8.3 µM; 370,000 tested, 0.13% active; AID 720508, 2013;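 active = inhibition above the mean of compounds falling within the control limits plus 3 SD of them, cut at about 14% in these data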;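 also: 0% = plate median of compound wells and 100% = 10 µM Aha-Tn7 peptide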
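system = human fibrin DD(E) protein | quantity = DD(E) 2 µM final | medium = Tris/NaCl/CaCl2 buffer, pH 7.8 | also added = labelled Tn7 tracer, 0.1 µM | compound dosing = single point at 8.3 µM | timing = compound with protein 10 min, then 3 h after probe, room temperature | signal = FP measurement | benchmarks = Aha-Tn7 high control | repeats = one replicate per compound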
DDE Tn6 FP inh – inhibitors of Tn6 peptide binding to fibrin DD(E), primary screen, biochemical, fluorescence polarization, human fibrin, Tn6 probe | Fibrin DD(E) TRITC-Tn6 fluorescence polarization displacement | Fibrinogen beta chain (Homo sapiens), P02675 | inhibition, % at 8.3 µM | 370,000 tested, 0.21% active;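 active = inhibition above a per-campaign cutoff: mean of compounds within control limits plus 3 SD, cut at about 15% in these data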;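 also: 0% = median of all compound wells on the plate and 100% = blocking peptide control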
* marks the source's active call; other numbers are inactive results.

SIAE primary	Tn7 DDE FP	TDP2 inh	ASAP1 GAP inh	ADAM10 inh	ARFGAP1 inh	ADAM17 inh	PLC-beta3 inh	PLC-gamma1 inh	DDE Tn6 FP inh	SMILES
2	0	0	-9	5	6	-2	-3	2	-4	Cc1ccc(-c2nnc(OCC3CCCO3)c3ccccc23)cc1 (stereo not drawn)
0	2	-3	-1	-6	-8	-5	-6	-3	-1	COC(=O)c1ccc(S(=O)(=O)N2CCN(CCO)CC2)n1C
1	0	0	1	-7	-4	-1	-2	3	1	COc1ccccc1CNC(=O)CS(=O)(=O)Cc1ccccc1
4	-10	18	-6	0	-1	-1	-2	1	1	Cc1ccccc1CC(=O)N1CCOCC1
2	4	0	-12	-2	6	-5	2	1	6	O=C(N1CCCCCC1)N1CCN(S(=O)(=O)c2ccccc2)CC1
1	-4	-4	-9	1	-6	3	4	3	-6	CCN(C[C@H]1N[C@@](C)(C(=O)OC)[C@H]2C(=O)N(Cc3ccccc3)C(=O)[C@@H]12)C(=O)c1ccc(C(C)(C)C)cc1
-31	0	-20	6	23*	-1	12*	8	1	-6	COC(=O)CN1C(=S)N(Cc2ccccc2)C(=O)C1CC(=O)Nc1ccc(Br)cc1 (stereo not drawn)
5	9	4	0	-439	-13	-126	-164	-148	-1	COc1ccc2c(c1)cc(C(=O)N[C@H](C(=O)N1CCC[C@H]1C(=O)O)C(C)C)n2C
-6	6	12	12	-1	-1	-3	-15	-13	9	COc1ccc(-c2nc3cc(NC(=O)c4ccc5c(c4)OCO5)ccc3o2)cc1
-30	-1	-5	-1	-1	7	-3	-12	-8	-3	CCOc1cc(/C=C2\C(=O)ON=C2c2ccccc2)cc(Br)c1O
-8	8	1	-4	5	-11	1	1	3	6	COc1cc(OC)cc(C(=O)N[C@H](C(=O)OCC(=O)Nc2ccc(C)cc2C)C(C)C)c1
0	0	-9	10	-21	-3	-10	-10	-4	-4	O=C(CNC(=O)Cn1ccc2ccccc2c1=O)NCCCN1CCCCCC1
-8	-4	-4	4	-2	6	0	3	6	0	O=c1ccn([C@@H]2O[C@H](COS(=O)(=O)O)[C@@H](O)[C@H]2O)c(=O)[nH]1
0	-1	-5	1	-8	9	-2	-5	3	-4	CCCCN(c1ccccc1)S(=O)(=O)N(C)C
-4	-9	0	-4	-7	2	4	-13	-11	7	O=C(NCCN1CCOCC1)c1ccccc1N1C(=O)[C@@H]2Cc3c([nH]c4ccccc34)C(c3cccc(Cl)c3)N2C1=O (stereo partly drawn)
-2	-1	-2	11	-6	8	-3	-14	-6	-3	COc1ccc(-c2csc(-c3[nH]cnc3N)n2)cc1

Quoted from the listing:
In ADAM17 inh, O=C(NCCN1CCOCC1)c1ccccc1N1C(=O)[C@@H]2Cc3c([nH]c4ccccc34)C(c3cccc(Cl)c3)N2C1=O (stereo partly drawn) has the entry 4
In DDE Tn6 FP inh, CCOc1cc(/C=C2\C(=O)ON=C2c2ccccc2)cc(Br)c1O has the entry -3
In Tn7 DDE FP, COc1ccc(-c2nc3cc(NC(=O)c4ccc5c(c4)OCO5)ccc3o2)cc1 has the entry 6

Next entries
SIAE primary	Tn7 DDE FP	TDP2 inh	ASAP1 GAP inh	ADAM10 inh	ARFGAP1 inh	ADAM17 inh	PLC-beta3 inh	PLC-gamma1 inh	DDE Tn6 FP inh	SMILES
4	0	8	13	6	4	1	3	1	-2	CCCc1c(O)nc(SCC(=O)NCCc2ccc(OC)c(OC)c2)[nH]c1=O
-6	8	-2	-14	0	6	-3	4	-1	6	CCN(C(=O)CN1c2ccccc2CC1C)c1c(N)n(Cc2ccccc2)c(=O)[nH]c1=O (stereo not drawn)
-4	3	3	11	-3	4	-7	1	1	-3	OCCN1CCN(c2ncnc3c2ncn3[C@H]2CN(Cc3ccccc3)C[C@@H](CO)O2)CC1
4	-12	-9	0	4	4	3	-7	3	-6	Nc1nnc(Cc2cccc(Br)c2)s1
-8	3	6	2	8	9	-1	-2	0	4	CCC1SC2=NC(C)=C(C(=O)OC)C(c3ccc(C)cc3)N2C1=O (stereo not drawn)
-3	2	2	2	2	3	0	1	2	-1	Cc1c(Cl)cccc1NC(=O)Nc1ccn(C)n1
6	-8	11	8	-5	0	-3	1	2	-1	COc1ccc(Cl)cc1NC(=S)N(Cc1ccccc1C)CC1CCC(C(=O)O)CC1 (stereo not drawn)
6	7	3	3	2	-7	-6	-1	1	5	CN1CCN(CCOc2ccc(Cc3ccccc3)cc2)CC1
-85	-4	-6	-7	4	-10	6	-14	-12	-12	Cc1nc2ccccc2c2oc(C(=O)Nc3ccc(C(C)C)cc3)cc12
5	0	0	8	-2	1	-2	-11	-6	1	Oc1c(Cl)cccc1C=Nc1cc(C(F)(F)F)ccc1N1CCCC1
8	3	4	5	1	10	-1	-4	2	7	COc1ccc(NC(=O)N2CCC(C(=O)c3ccc4c(c3)OCCO4)CC2)cc1
8	0	-5	-6	-6	-7	3	-9	-4	-4	CN1CCN(C(=O)/C(=C/c2cn(S(=O)(=O)N(C)C)c3ccccc23)NC(=O)c2ccccc2)CC1
5	-2	7	-4	-299	-5	-83	-416	-327	5	Cc1oc2c(C)c3oc(=O)c(CCC(=O)NCCCN4CCCC4=O)c(C)c3cc2c1C
3	-4	0	8	-6	3	-8	-8	-2	-9	C/C(=N\Nc1ccc(S(=O)(=O)Nc2ccccc2)cc1[N+](=O)[O-])c1ccc(N2CCOCC2)cc1
-1	-9	-9	0	3	-10	4	0	5	-6	Clc1ccc(CO/N=C2\CCCc3nonc32)cc1
-6	-2	-6	5	-7	1	-3	-1	-2	7	Cc1c(C2(O)C(=O)Nc3ccc(F)cc32)c(=O)n(-c2ccccc2)n1C (stereo not drawn)
-3	1	-1	9	-1	4	-6	-6	-2	-2	COc1ccc(CN(C)C(C)C(=O)Nc2ccc(S(=O)(=O)N3CCOCC3)cc2)c(OC)c1 (stereo not drawn)
8	3	0	-1	8	-18	-2	-1	0	3	Cc1cc(NC(=O)COc2c(C)cccc2C)no1
-2	-3	1	19	-15	12	-2	-6	2	-1	CC(=O)c1ccc(NS(=O)(=O)c2ccccc2)cc1
2	1	4	-10	-1	3	-2	1	0	-2	O=C(CCS(=O)(=O)c1ccc(Br)cc1)N1CCN(c2ccc(Cl)cc2)CC1
-6	3	5	-4	-3	3	2	-3	0	-5	CN(Cc1ccco1)C(=O)c1ccc(S(=O)(=O)N2CCCCCC2)cc1
4	-3	-4	-1	-77	17	-29	-214	-139	0	CCOC(=O)C1=C(C)NC(C)=C(C(=O)OCC)C1/C=C/c1ccccc1
1	2	10	-20	-5	12	0	-5	-4	4	Cc1ccoc1C(=O)N1CCN(C(=O)c2occc2C)CC1
-13	-3	-15	7	-31	-2	-12	-122	-98	-6	CCCc1cc(-c2nc(-c3ccc(C)cc3)cs2)ccn1

Exported as a markdown table: entries from further up.
| SMILES | SIAE primary | Tn7 DDE FP | TDP2 inh | ASAP1 GAP inh | ADAM10 inh | ARFGAP1 inh | ADAM17 inh | PLC-beta3 inh | PLC-gamma1 inh | DDE Tn6 FP inh |
| --- | --- | --- | --- | --- | --- | --- | --- | --- | --- | --- |
| COc1ccc(-c2csc(-c3[nH]cnc3N)n2)cc1 | -2 | -1 | -2 | 11 | -6 | 8 | -3 | -14 | -6 | -3 |
| CCCc1c(O)nc(SCC(=O)NCCc2ccc(OC)c(OC)c2)[nH]c1=O | 4 | 0 | 8 | 13 | 6 | 4 | 1 | 3 | 1 | -2 |

More records follow:
SIAE primary	Tn7 DDE FP	TDP2 inh	ASAP1 GAP inh	ADAM10 inh	ARFGAP1 inh	ADAM17 inh	PLC-beta3 inh	PLC-gamma1 inh	DDE Tn6 FP inh	SMILES
-2	4	-2	-2	-10	0	-1	-1	2	5	O=C(NCc1ccco1)c1ccc2c(c1)N(Cc1ccccc1)C(=O)CS2=O (stereo not drawn)
-2	-14	-22	-9	16	4	8	-3	0	-2	Cc1c(C(=O)NCCSCc2cccc(C(F)(F)F)c2)cnn1-c1ccc(Cl)cc1
-4	-1	4	-7	5	-7	-2	-18	-10	6	C=C(C)COc1ccc(-c2nc(N)nc(C(F)(F)F)c2-c2ccc(OC)cc2)c(O)c1
-6	0	10	-9	-3	-5	-5	-2	-5	6	CCOC(=O)c1cnc2c(Cl)c(Cl)ccc2c1NCCN1CCOCC1
-10	-2	17	-2	2	-15	-3	1	-3	0	Cc1cccc(-n2ccc(=O)c(C(=O)Nc3ccc(S(=O)(=O)Nc4onc(C)c4C)cc3)n2)c1
5	3	6	-9	-3	-8	-2	2	-2	8	C[C@@H]1CN([C@H](C)CO)C(=O)c2cc(Br)cnc2O[C@@H]1CN(C)C(=O)C1CCOCC1
-3	-1	9	-3	-6	4	-1	3	4	4	Cc1cccc(S(=O)(=O)N(C)C[C@H]2OCc3cnnn3CCCC(=O)N([C@H](C)CO)C[C@@H]2C)c1
4	0	5	-5	2	4	2	4	4	10	CC1CCCC(C)N1C(=O)CSc1nnc(CSc2ncccn2)n1C (stereo not drawn)

Compound activity as filed in PubChem BioAssay.
